From PubChem
ALOX12 inh – ALOX12 (human) lipoxygenase inhibition | P18054 | purified 12hLO, xylenol orange hydroperoxide absorbance | Potency, µM (titrated, usually from 108 µM), for the others: at the top dose activity change, negative = inhibition, most hits filed as inhibitors | actives 1.1% (n = 580,000) | AID 1671190; active means well fitted inhibition curve with a large enough effect; inconclusive means small, poorly fitted or top-dose-only effect, or another doubt; inactive means no such curve, though single readings can be large or run the other way
Target sequence (P18054 whole entry, looked up): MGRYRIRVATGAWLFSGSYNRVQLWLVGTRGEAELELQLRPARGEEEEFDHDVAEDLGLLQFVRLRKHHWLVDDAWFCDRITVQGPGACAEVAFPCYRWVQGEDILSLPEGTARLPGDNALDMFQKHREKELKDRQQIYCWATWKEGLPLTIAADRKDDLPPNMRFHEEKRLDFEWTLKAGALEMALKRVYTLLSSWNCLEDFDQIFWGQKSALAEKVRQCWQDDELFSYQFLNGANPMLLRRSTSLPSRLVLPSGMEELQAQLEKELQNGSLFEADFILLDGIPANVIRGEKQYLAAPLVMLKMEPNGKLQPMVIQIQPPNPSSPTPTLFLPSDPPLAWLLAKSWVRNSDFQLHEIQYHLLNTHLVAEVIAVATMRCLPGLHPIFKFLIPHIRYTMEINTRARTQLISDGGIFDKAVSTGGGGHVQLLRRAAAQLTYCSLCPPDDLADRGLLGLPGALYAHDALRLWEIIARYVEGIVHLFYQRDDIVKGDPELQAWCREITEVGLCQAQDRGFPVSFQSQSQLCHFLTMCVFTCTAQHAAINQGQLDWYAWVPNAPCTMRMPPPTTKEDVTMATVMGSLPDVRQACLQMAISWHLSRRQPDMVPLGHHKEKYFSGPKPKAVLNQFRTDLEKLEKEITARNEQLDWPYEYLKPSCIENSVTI
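Purified human 12hLO at 150 nM in 25 mM Hepes, 0.01% Triton X-100, pH 7.0, preincubated 15 min at room temperature with compound. Reaction started with 40 uM arachidonic acid, 30 min at room temperature. Hydroperoxide measured by Fe-xylenol orange, 573/405 nm absorbance ratio.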
Starred values were filed as active, the others as inactive; u = inconclusive; [ ] = remark or other dose. On the % scale 0 is the no-effect control and ±100 the full control effect; potency means the concentration at half of the fitted maximal effect. These rows are one share of the data; count on the stated rates, not on these rows.

ALOX12 inh | compound
-7% | COc1ccc(CNC(=O)CN2C(=O)NC3(CCC(C(C)(C)C)CC3)C2=O)cc1OC (stereo not given)
6% | CC(C)n1ncc2cc(C(=O)Nc3ccc(OCC(F)(F)F)cc3)cnc21
-4% | COc1cccc(S(=O)(=O)N(C)C[C@H]2OCc3cnnn3CCCC(=O)N([C@H](C)CO)C[C@H]2C)c1
28% | CC(C)CCN1CCC(C2CCN(C(=O)c3ccnn3C)C2)CC1 (stereo not given)
6% | Cc1ccc(C(CC#N)C2CCOC(C)(C)C2)cc1 (stereo not given)
35%[176 µM] | COCCCNC(=O)c1cnc2cc(C)nn2c1
367%[activator] | CCOc1ccccc1CN1CCCCCNC(=O)[C@@H]2CCC[C@@H]21
15% | Cc1ccc(-c2nc(C3CC(=O)N(C4CCCCC4)C3)no2)s1 (stereo not given)
58%[activator][176 µM] | Cc1noc(C)c1-c1cc2c(cc(C)n2C)c(NCCCn2ccnc2)n1
57%[activator] | CN1CCc2c([nH]c3ccccc23)C12CCN(C(=O)c1ccc(Cn3ccnc3)o1)CC2
-60% | N#Cc1cc2c(n(-c3ccccc3C(F)(F)F)c1=O)CCCC2=O
0% | O=C(OCc1ccc(I)cc1)c1ccc([N+](=O)[O-])cc1
0% | O=C1CCCCN1CCC(=O)N1CCOc2ccc(C(O)C3CCCCC3)cc2C1 (stereo not given)
u | CCN1C(=O)N/C(=C/c2cn(CC(=O)Nc3ccccc3)c3ccccc23)C1=O
-19% | O=[N+]([O-])c1cccc(/C=N/OCc2ccccc2Cl)c1
45%[activator] | CC(NC(=O)c1ccc(OC(F)(F)F)cc1)C(=O)N1CCN(c2ccccn2)CC1 (stereo not given)
30% | CC(C)c1cc(=O)oc2cc(OCC(=O)NCCc3ccccc3)ccc12
19% | Cc1ncc(CO)c2cc(C(=O)Nc3ccc(OC(F)(F)F)cc3)c(=O)oc12
0% | CCc1ccccc1NC(=O)Cn1c(=O)n(Cc2cccc(Cl)c2)c(=O)c2ccccc21
68%[activator] | CN1CCCCCC(O)c2cc(C(=O)N3CCN(c4ncccn4)CC3)ccc21 (stereo not given)
27% | Cc1ccc(C)c(CC(=O)NCc2cc3n(n2)CCN(C(=O)N(C)C)C3)c1
14% | CN1CC(=O)N2CCN(Cc3csc(-c4ccccc4)n3)CC2C1=O (stereo not given)
11% | CCc1nc2nccc(-c3ccc(OC)cc3F)n2n1
u | Cc1nn(CN2CCN(S(=O)(=O)c3ccccc3Cl)CC2)c(=O)c2ccccc12
11% | Cc1ccc(C(=O)Oc2cccc3cccnc23)cc1
4% | Cc1ccc(C2Cn3cnc(C(=O)N4CCC(C(=O)NCc5ccc(F)cc5F)CC4)c3CO2)cc1 (stereo not given)
-42% | CCN1CCN(c2oc(/C=C/c3cccc(OC)c3)nc2C#N)CC1
-28% | CCCCCn1nc(C(=O)NCc2ccc(Cl)cc2)c2ccccc2c1=O
72%[activator] | COCC1CN(C)CC12CCN(C(=O)C1CC=CC1)CC2 (stereo not given)
u | COc1ccc2c(c1)CCN=C2C[C@H]1CN(C(=O)C(=O)O)CC[C@H]1CC(=O)O
19% | COc1ccc(C(=O)N2CCC3(CC2)CC(c2nc(C)no2)N(C)C3)cc1F (stereo not given)
-15% | N#CCOc1ccc2[nH]cc(C(C(=O)O)N3CCN(Cc4ccccc4)CC3)c2c1 (stereo not given)
-23% | O=C(Oc1ccc2c(c1)O/C(=C\C=C\c1ccccc1)C2=O)c1cccs1
45% | Cc1nc2c(c(-c3ccc(O)cc3)n1)CN(C(=O)Nc1ccccc1)CCC2
45%[activator] | CC(=O)NN=C1CCC(C(C)(C)C)CC1 (stereo not given)
4% | COc1ccc(C(=O)OCc2cc(=O)oc3c(C)c(C)ccc23)cc1S(=O)(=O)N1CCOCC1
u | CCn1c(CO)nnc1C1CC(NC(=O)c2sccc2N)C1 (stereo not given)
43%[activator] | O=C(NCCC1CCN(C(=O)Nc2cccc(F)c2)CC1)c1ccoc1
12% | CC(C)c1nnc(C2CN(C(=O)CCN3CCOCC3)CC23CCOCC3)o1 (stereo not given)
u | Cc1cc(C(=O)NCc2nc(-c3cccc(NC(=O)c4ccccc4)c3)oc2C)nc(C)n1
-7% | Cc1ccc2[nH]c(=O)c(CCC(=O)N3CCN(CC(C)C)CC3)cc2c1
12% | COCCn1c(=S)[nH]c2cc(C(=O)NCc3ccccc3)ccc2c1=O
-6% | CC(=O)c1ccc(NC(=O)COC(=O)C2CCN(c3ccc(C(F)(F)F)cn3)CC2)cc1
21% | COCCN1CCNc2nc(COc3ccc(Cl)cc3OC)n(Cc3ccccc3)c2C1=O
u | CN1C[C@H](C(=O)Nc2cccc(Cl)c2)C[C@H]1c1cccc(C(F)(F)F)c1
-2% | CN(C)CC(=O)N1[C@@H]2c3ccc(C4=CCCCC4)c(=O)n3C[C@H]1[C@H](CO)[C@H]2C(=O)NCC1CC1
10%[6.33 µM] | Cc1cc(C)c([S+](=O)([O-])c2nnn3c2nc(N2CCC(F)CC2)c2ccccc23)c(C)c1
0% | COC(=O)c1ccccc1NC(=O)Cn1cccc1-c1nc(-c2ccccc2)no1
-28% | Cc1[nH]c2ccc(C(=O)N3CCC(C(=O)NCC(C)(C)CN(C)C)CC3)cc2c1C
2% | Cc1ccc(-c2nnc(C3CN(C(=O)c4ccc(C)s4)CC34CCOCC4)o2)cc1 (stereo not given)
20µM* | N#Cc1c(N)n[nH]c1CCCNC(=O)c1cc(-c2ccco2)nc2ccccc12
u | COc1ccccc1-c1cn2c(n1)CO[C@@H](CNC(=O)c1ccc(Cl)cc1)C2
0% | O=C(NCc1ccccc1)[C@@H]1CCCN1C(=O)[C@@H]1CCCN1C(=O)c1ccc(Cl)cc1Cl
3% | CCCOc1ccc(-c2nc(C#N)c(NCCCN(C)C)o2)cc1
5% | CC1(c2ccccc2)N(Cc2cccnc2)C(=O)OC12CCN(C(=O)Cc1ccccc1)CC2 (stereo not given)
14%[176 µM] | Cc1cc(C)c(CNC(=O)c2nc(-c3ccccc3O)cc3c2ccn3C(C)C)c(=O)[nH]1
-3%[176 µM] | COc1ccc(-c2ccc3ncn(C)c(=O)c3n2)cc1OC
21% | COc1ccc(-c2noc([C@@H]3CCCN3C(=O)c3ccccn3)n2)cc1
14% | COC(=O)c1ccc(OC(=O)c2ccc(COc3ccccc3)o2)cc1
34%[activator] | O=C(Nc1ccc(F)cc1)c1cc2n(n1)CC(c1ccc3c(c1)OCO3)OC2 (stereo not given)

An excerpt from above in order of the ALOX12 inh value, falling:
ALOX12 inh | compound
28% | CC(C)CCN1CCC(C2CCN(C(=O)c3ccnn3C)C2)CC1 (stereo not given)
15% | Cc1ccc(-c2nc(C3CC(=O)N(C4CCCCC4)C3)no2)s1 (stereo not given)
12% | CC(C)c1nnc(C2CN(C(=O)CCN3CCOCC3)CC23CCOCC3)o1 (stereo not given)

Later entries.
ALOX12 inh | compound
20% | CCC(C)C1=NS(=O)(=O)c2cc(NC(=O)C3CC3)ccc2N1c1ccccc1 (stereo not given)
1% | O=C(c1ccco1)N1CCC2CC1c1c(Cl)cccc12 (stereo not given)
5%[6.33 µM] | O=C(C1CCCC1)N1Cc2ccccc2CC2(CCCN(Cc3ccccc3)C2)C1 (stereo not given)
u | CC(C)Cn1cnc2c1c(=O)n(CC(=O)NCc1ccc(Cl)cc1)c(=O)n2Cc1ccccc1
11% | CN1[C@@H](CCC(=O)NCc2cccnc2)CNC(=O)[C@@H]2[C@H]1CCN2Cc1ccc(O)cc1
32%[activator][176 µM] | COc1ccc(CNC(=O)[C@@H]2CCC[C@@H](NC3CCC3)CN(C)C(=O)C2)cc1
-21% | Cc1cc(C2=NNC(=Nc3ccccc3)SC2)c(C)n1CC1CCCO1 (stereo not given)
13% | COc1cccc(C(O)c2nc(-c3cc(F)cc(F)c3)cs2)c1 (stereo not given)
u | Cn1cc(-c2cc3cnc(Nc4ccc5c(c4)OCO5)cc3n2C)cn1
-5% | COC(=O)c1ccccc1NC(=O)C1=C(c2ccccc2)S(=O)(=O)CCO1
-31% | CC(C)(C)c1cc(/C=C(\C#N)C(=O)Nc2ccccc2)cc(C(C)(C)C)c1O
13% | CC(NC(=O)C1CC1)c1nnc2n1CCN(Cc1cccc(F)c1F)CC2 (stereo not given)
-1% | CCCn1nc(C(=O)Nc2nc(-c3ccc(OC)cc3)cs2)c2ccccc2c1=O
4% | COc1cccc(CN2C(=O)OC3(CCN(C(=O)c4ccn(C)n4)CC3)C2(C)c2cccnc2)c1 (stereo not given)
u | Cc1noc(C)c1-c1cc2c(c(-c3ccccc3)c1)C(=O)N(C)C2
2% | COc1ccc(C(=O)N2CCC3(CC2)N=C(c2ccc(Cl)cc2)NO3)cc1OC
34% | COc1ccc(C(=O)N2CCCCCCNC(=O)[C@@H]3C[C@@H](c4nc(C(C)C)no4)C[C@@H]32)cc1
6% | CCCc1nc(C2CC(=O)N(C3CCCCC3)C2)no1 (stereo not given)
12%[176 µM] | CNC(=O)c1cc(-c2ccccc2OC)cc2c1OCCN2Cc1cccnc1
-4% | CC1(C(=O)NCc2ccccc2)CCC(=O)N1CCc1c[nH]c2ccccc12 (stereo not given)
-10% | O=C1CCCC2=C1C(c1ccccc1F)c1c([nH]n(-c3ccccc3)c1=O)N2 (stereo not given)
35%[activator] | O=C(N1CCN(S(=O)(=O)c2ccc3c(c2)CCC3)CC1)N1CC2CC(C1)[C@H]1CCCC(=O)N1C2 (stereo not given in full)
1%[6.33 µM] | CC(C)NC(=O)N1CCC2(CC1)CN(C(=O)Cc1cccc(O)c1)Cc1ccccc1O2
0% | O=[S+]1([O-])NCC2(CCN(Cc3ccsc3)CC2)Nc2ccccc21
-27% | Cc1cc(C)c(OCC(=O)Nc2ccc(NC(=O)c3ccco3)c(C)c2)c(Br)c1
2% | CCC(C)NC(=O)CN1C(=O)C(c2ccccc2)=NC1(C)C (stereo not given)
u | CC(=O)c1ccc(C(=O)N2CCCC(c3nc(SCc4ccccn4)ncc3C)C2)cc1 (stereo not given)
-31% | O=C(COc1ccc(Cl)cc1Cl)OCC(=O)c1ccc(Br)cc1
26% | CCCCN(C(=O)c1cccnc1OCC)c1c(N)n(CCC)c(=O)[nH]c1=O
1% | COc1ccc2cc(C3CC=C(CO)CN3S(=O)(=O)c3ccccc3[N+](=O)[O-])n(C(=O)OC(C)(C)C)c2c1 (stereo not given)
8% | CC(C)n1nc(OC(C)(C)C(=O)NCc2cnccn2)c2cc(CN3CCOCC3)ccc21
5% | Cc1ccc(NC(=O)N2CCC(CCNC(=O)CCC3CCCC3)CC2)cc1F
24% | COc1cccc(-c2ccc(=O)n(CC(=O)NCCc3ccc(OC)c(OC)c3)n2)c1
-10% | CCCCCCCNC(=O)CCNC(=O)c1ccccc1
4% | Cn1nc(-c2ccc(OCC(=O)NC3CCCCC3)cc2)c2ccccc2c1=O
u | COc1cccc(NC(=O)C(=O)c2c(C)[nH]c3ccccc23)c1
u | Nn1c(SCc2ncc(-c3ccccc3)o2)nnc1-c1ccc(F)cc1
9% | Cc1ccc(C2Cn3nnc(C(=O)N4CCC(C(=O)NC5CCCC5)CC4)c3CO2)cc1 (stereo not given)
-3% | Cc1ccc(C(C)C)c(Oc2ccc(C#N)c(C#N)c2)c1
-7% | O=C(CN1CCN(C2CCS(=O)(=O)C2)CC1)N1CC=C(c2ccccc2)CC1 (stereo not given)
11% | CON(C)C(=O)/C=C/[C@@H](CC1CCCC1)NC(=O)C(F)(F)F
-3% | CCC(=O)Oc1ccc2c(=O)c(Oc3ccccc3Br)c(C)oc2c1
-6% | Cc1ccccc1C(=O)N[C@H](C(=O)N1CCC[C@H]1C(=O)NC1CCCC1)c1ccccc1
u | O=C(OCc1ccc(Br)cc1)c1cccc(O)c1
u | O=C(CN1CCN(c2ccc(O)cc2)CC1)Nc1ccnn1Cc1ccccc1Cl
-74% | c1ccc2c(CNC3CCCCC3)cccc2c1
2% | CN(C)S(=O)(=O)c1ccc(Cl)c(C(=O)Nc2cc(Cl)cc3cccnc23)c1
38% | COc1cccc(C(=O)N2C[C@@H](COc3ccccc3)[C@H](C(N)=O)C2)c1
-3% | COc1ccccc1CCC(=O)Nc1ccc(S(=O)(=O)Nc2ncccn2)cc1
-27% | CCc1ccccc1NC(=O)c1ccc2c(Cl)c3c(nc2c1)CCC3
22% | CCOC(=O)CCNC(=O)N1CCc2c(nc3cc(-c4ccccc4)[nH]n3c2=O)C1

Entries shown so far that have an NH in an aromatic ring:
ALOX12 inh | compound
57%[activator] | CN1CCc2c([nH]c3ccccc23)C12CCN(C(=O)c1ccc(Cn3ccnc3)o1)CC2
-15% | N#CCOc1ccc2[nH]cc(C(C(=O)O)N3CCN(Cc4ccccc4)CC3)c2c1 (stereo not given)
-7% | Cc1ccc2[nH]c(=O)c(CCC(=O)N3CCN(CC(C)C)CC3)cc2c1
12% | COCCn1c(=S)[nH]c2cc(C(=O)NCc3ccccc3)ccc2c1=O
-28% | Cc1[nH]c2ccc(C(=O)N3CCC(C(=O)NCC(C)(C)CN(C)C)CC3)cc2c1C
20µM* | N#Cc1c(N)n[nH]c1CCCNC(=O)c1cc(-c2ccco2)nc2ccccc12
14%[176 µM] | Cc1cc(C)c(CNC(=O)c2nc(-c3ccccc3O)cc3c2ccn3C(C)C)c(=O)[nH]1
-4% | CC1(C(=O)NCc2ccccc2)CCC(=O)N1CCc1c[nH]c2ccccc12 (stereo not given)
-10% | O=C1CCCC2=C1C(c1ccccc1F)c1c([nH]n(-c3ccccc3)c1=O)N2 (stereo not given)
26% | CCCCN(C(=O)c1cccnc1OCC)c1c(N)n(CCC)c(=O)[nH]c1=O
u | COc1cccc(NC(=O)C(=O)c2c(C)[nH]c3ccccc23)c1
22% | CCOC(=O)CCNC(=O)N1CCc2c(nc3cc(-c4ccccc4)[nH]n3c2=O)C1
